# Assay outcomes deposited in PubChem by several laboratories.
# Rv3671c inh – Rv3671c serine protease inhibitors, primary screen, biochemical, fluorescence polarization, M. tuberculosis H37Rv. P9WHR9. inhibition, % at 5.96 µM. 320,000 tested, 0.048% active; in the data active = inhibition above about 38%;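 note: extracellular domain of Rv3671c used as enzyme; 0% = enzyme with DMSO and 100% = no enzyme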
# Target sequence (P9WHR9 whole entry, looked up, the tested form may be a part): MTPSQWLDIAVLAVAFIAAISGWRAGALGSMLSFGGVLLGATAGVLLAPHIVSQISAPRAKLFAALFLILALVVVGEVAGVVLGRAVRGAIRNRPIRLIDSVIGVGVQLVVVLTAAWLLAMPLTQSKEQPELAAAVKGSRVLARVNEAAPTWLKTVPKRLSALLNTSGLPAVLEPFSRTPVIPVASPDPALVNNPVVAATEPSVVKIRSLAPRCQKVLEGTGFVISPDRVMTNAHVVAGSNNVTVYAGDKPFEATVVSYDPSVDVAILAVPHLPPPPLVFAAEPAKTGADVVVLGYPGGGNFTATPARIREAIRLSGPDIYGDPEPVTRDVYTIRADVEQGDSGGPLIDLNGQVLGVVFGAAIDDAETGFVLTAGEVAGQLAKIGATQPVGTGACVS
# Anthrax LF inh2 – Bacillus anthracis LF protease inhibitors, primary screen, biochemical, multiplex microsphere, MLPCN library. multiplex microsphere protease cleavage assay. inhibition, % at 10 µM. 360,000 tested, 0.12% active. Lethal factor (Bacillus anthracis), P15917; note: plate controls were buffer without enzyme for full effect and enzyme alone for no effect
# BoNT-A LC inh2 – BoNT/A light chain protease inhibitors, primary screen, biochemical, flow cytometry, MLPCN library | Botulinum neurotoxin type A light chain protease (Clostridium botulinum A str. ATCC 3502) | AID 588499, 2011 | 360,000 tested, 0.17% active | multiplex microsphere protease substrate cleavage | inhibition, % at 10 µM; note: plate controls were buffer without enzyme for full effect and enzyme alone for no effect
# SSB-PriA inh – inhibitors of Klebsiella pneumoniae PriA binding to SSB C-terminal tail, primary screen, biochemical, AlphaScreen; PriA–SSB C-terminal tail interaction (Klebsiella pneumoniae); AlphaScreen SSBct-PriA binding, biotinylated peptide; inhibition, % at 33 µM; 430,000 tested, 0.6% active; AID 1272365, 2023; in the data active = inhibition mostly above about 37%, no sharp cut-off; inactive = mostly below about 20%;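 note: plate controls were negative control peptide for no effect and reference peptide for full effect; strong numbers were not always called active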
# DUSP3 inh – VHR1 phosphatase inhibitors, primary screen, biochemical, absorbance, uHTS. 290,000 tested, 0.52% active. recombinant VHR phosphatase, pNPP absorbance. inhibition, % at 13.3 µM. Dual specificity protein phosphatase 3 (Homo sapiens), P51452. AID 1654, 2009; in the data active = inhibition above about 50%; note: some compounds called inactive have numbers as strong as hits
# Target sequence (P51452 whole entry, looked up): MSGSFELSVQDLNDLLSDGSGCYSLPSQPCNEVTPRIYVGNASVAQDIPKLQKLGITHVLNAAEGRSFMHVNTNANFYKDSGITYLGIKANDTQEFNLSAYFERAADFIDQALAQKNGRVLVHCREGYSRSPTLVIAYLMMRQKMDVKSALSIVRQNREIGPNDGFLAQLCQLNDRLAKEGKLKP
# CCHFV vOTU inh – CCHFV vOTU protease inhibitors, primary screen, biochemical, Pep-AMC substrate, fluorescence | Crimean-Congo hemorrhagic fever virus L polyprotein viral ovarian tumor (vOTU) protease … | inhibition, % at 11.5 µM | 370,000 tested, 0.55% active; in the data active = inhibition above about 30%; note: 0% = vehicle wells with enzyme and 100% = no enzyme wells
# BoNT-F LC inh – BoNT/F light chain protease inhibitors, primary screen, biochemical, flow cytometry, MLPCN library; Botulinum neurotoxin type F light chain protease (Clostridium botulinum); Multiplex microsphere protease cleavage assay; inhibition, % at 10 µM; 360,000 tested, 0.22% active; in the data active = inhibition above about 35%, passing the limit was not always enough; inconclusive = no clear call, values can overlap the other calls; note: plate controls were buffer without enzyme for full effect and enzyme alone for no effect
# PrPC surface inh – inhibitors of human cell surface prion protein PrPC, primary screen, cell-based, TR-FRET; TR-FRET read-out; inhibition, % at 13.8 µM; 370,000 tested, 0.43% active; AID 720596, 2013; in the data active = inhibition above about 24%; note: 0% = median of the test wells and 100% = reference compound wells
# 3CLpro inhibitor – SARS-CoV 3CLpro protease inhibitors, primary screen, biochemical, quenched FRET; Replicase polyprotein 1ab (Severe acute respiratory syndrome coronavirus), P0C6X7; recombinant SARS-CoV 3CLpro, quenched FRET peptide cleavage; inhibition, % at 6 µM; 290,000 tested, 0.14% active; AID 1706, 2009; in the data active = inhibition above about 12%
# MazEF act – activators of E. coli MazEF toxin-antitoxin RNase, primary screen, biochemical, fluorescence, uHTS; Endoribonuclease toxin MazF (Escherichia coli (strain K12)), P0AE70; FAM/BHQ RNA-DNA oligo cleavage fluorescence, 5 h; activation, % at 20 µM; 350,000 tested, 0.32% active; in the data active = activation above about 50%
# Target sequence (P0AE70 whole entry, looked up): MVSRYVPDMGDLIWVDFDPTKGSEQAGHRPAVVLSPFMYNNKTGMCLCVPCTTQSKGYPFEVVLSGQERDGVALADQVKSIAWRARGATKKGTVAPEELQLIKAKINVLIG
# Numbers without * were called inactive; ? = inconclusive; . = not tested or not shown. Cut-off read from the data, not from the text of the source, unless noted: active = inhibition above about 30%; inconclusive = no clear call, values can overlap the other calls; inactive = below that.
SMILES,Rv3671c inh,Anthrax LF inh2,BoNT-A LC inh2,SSB-PriA inh,DUSP3 inh,CCHFV vOTU inh,BoNT-F LC inh,PrPC surface inh,3CLpro inhibitor,MazEF act
Cc1cc([N+](=O)[O-])nn1CC(=O)NC1CCCCC1,4,0,0.6,1,14,6,7,0,-1,6
COc1ccc(OC)c(-c2csc(NC(=O)c3ccc4c(c3)OCO4)n2)c1,-14,-3,0.3,0,20,-5,0,1,2,6
O=S(=O)(Nc1ccc(F)cc1)c1ccc(NC(=S)Nc2ccccc2)cc1,-4,1,0.3,-7,21,-1,4,0,5,6
O=C(Nc1cc(Cl)ccc1N1CCOCC1)c1ccncc1,2,-25,4.3,5,.,6,-42,-10,.,-7
COc1cccc(C(NC(C)=O)c2nc(-c3ccc4c(c3)OCO4)cs2)c1 (centres undefined),.,-2,-0.1,.,.,7,4,10,.,.
COc1ccc(NC(=O)CN2CCN(S(=O)(=O)c3ccc(Cl)cc3)CC2)cc1Cl,4,-8,-0.1,-24,26,13,2,7,-2,-8
NS(=O)(=O)c1ccc(CCNC(=O)C2CCC(Cn3c(=S)[nH]c4ccccc4c3=O)CC2)cc1 (centres undefined),-35,-8,-0.4,-5,19,7,-6,-6,-3,6
Oc1ccc(-c2cc(-c3ccc(O)cc3)nc(-c3ccccc3)n2)cc1,-132,-1,-1.1,-5,21,20,-8,8,4,59*
CC1=C(C)CC(C(=O)Nc2cccc(Cl)c2)C(C(=O)O)C1 (centres undefined),-6,2,0.1,-4,6,-7,-10,5,0,-3
Cn1cc(C(=O)c2ccc(Cl)cc2Cl)cc1C(=O)N/N=C(\N)COc1ccc(Cl)cc1Cl,6,0,0.6,.,18,2,3,10,4,-28
CCn1cc(C(=O)NCCC(C)C)c(=O)c2cc(F)c(N3CCN(C)CC3)cc21,-5,-9,-0.7,-7,-10,1,-9,-4,-7,-11
O=C(COc1ccc2c(c1)oc(=O)c1ccccc12)N[C@@H](Cc1c[nH]c2ccccc12)C(=O)O,0,-6,-0.3,1,12,-2,-6,1,8,-3

# A portion taken from the entries so far, as a working copy:
SMILES,Rv3671c inh,Anthrax LF inh2,BoNT-A LC inh2,SSB-PriA inh,DUSP3 inh,CCHFV vOTU inh,BoNT-F LC inh,PrPC surface inh,3CLpro inhibitor,MazEF act
O=C(Nc1cc(Cl)ccc1N1CCOCC1)c1ccncc1,2,-25,4.3,5,.,6,-42,-10,.,-7
COc1cccc(C(NC(C)=O)c2nc(-c3ccc4c(c3)OCO4)cs2)c1 (centres undefined),.,-2,-0.1,.,.,7,4,10,.,.
COc1ccc(NC(=O)CN2CCN(S(=O)(=O)c3ccc(Cl)cc3)CC2)cc1Cl,4,-8,-0.1,-24,26,13,2,7,-2,-8
NS(=O)(=O)c1ccc(CCNC(=O)C2CCC(Cn3c(=S)[nH]c4ccccc4c3=O)CC2)cc1 (centres undefined),-35,-8,-0.4,-5,19,7,-6,-6,-3,6
Oc1ccc(-c2cc(-c3ccc(O)cc3)nc(-c3ccccc3)n2)cc1,-132,-1,-1.1,-5,21,20,-8,8,4,59*
CC1=C(C)CC(C(=O)Nc2cccc(Cl)c2)C(C(=O)O)C1 (centres undefined),-6,2,0.1,-4,6,-7,-10,5,0,-3
Cn1cc(C(=O)c2ccc(Cl)cc2Cl)cc1C(=O)N/N=C(\N)COc1ccc(Cl)cc1Cl,6,0,0.6,.,18,2,3,10,4,-28

# New compounds follow
SMILES,Rv3671c inh,Anthrax LF inh2,BoNT-A LC inh2,SSB-PriA inh,DUSP3 inh,CCHFV vOTU inh,BoNT-F LC inh,PrPC surface inh,3CLpro inhibitor,MazEF act
CC(C)(C)CNC(=O)C1(C)CCN1C(=O)C1(c2ccccc2)CC1 (centres undefined),.,-5,-0.2,.,.,7,-4,-6,.,.
CCOc1ccc(CCNC(=O)COC(=O)c2cccc(S(=O)(=O)N(C)C)c2)cc1OCC,.,-4,-1.4,-5,.,-2,-4,7,.,-5
CC1CN(c2nc3ccccc3nc2C(C#N)C(=O)OC2CCCCC2)CC(C)O1 (centres undefined),-1,16,?,-7,13,4,3,-7,-1,-16
Cc1cc(C)n(-c2nc(C)nc(N)n2)n1,4,-1,1.1,-14,15,11,-10,-3,9,3
CCOc1ccc(NC(=O)C2CCC(CNc3c(N4CCCCC4)c(=O)c3=O)CC2)cc1 (centres undefined),0,1,-0.4,-8,14,-3,-5,-8,2,5
Cc1cc(C)cc(NC(=O)C2CCCN(S(=O)(=O)c3c(C)noc3C)C2)c1 (centres undefined),2,1,1.7,6,-6,18,3,-1,2,10
COc1cc(-c2noc(C)c2C#CCO)cc(OC)c1OC,-1,-1,0.5,-12,13,5,4,2,-3,-5
CCCc1ccc(S(=O)(=O)N2CCN(C(C)C(=O)NCc3ccc(OC)cc3)CC2)cc1 (centres undefined),-6,-2,-0.7,-2,.,4,-16,-2,.,-3
Cc1ccc2c(c1)c(N=NC(N)=S)c(O)n2Cc1ccccc1,1,1,1.5,17,-4,-15,10,5,5,7
Cc1ccc(CN2C(=O)C(F)(F)Oc3ccccc32)cc1,.,0,-0.8,.,.,7,-2,-6,.,.
COc1cc(/C=C/C(=O)Nc2ccc(OC)c(S(=O)(=O)N3CCOCC3)c2)ccc1OC(F)F,-33,-6,-0.8,1,.,13,4,-3,.,6
Cc1ccc2c(c1)[C@H]1[C@H](CO2)[C@H](c2ccccc2)[C@]2(C)C(=O)NCC(=O)N12,-1,1,0.0,-24,.,-6,4,-2,.,5
COc1ccc(C(C(=O)NCc2ccccc2)N(Cc2ccco2)C(=O)c2cnccn2)cc1 (centres undefined),5,3,-0.3,-1,20,8,1,-4,-2,-2
COc1ccc(OCCSc2nc3nc(C)cc(C)n3n2)cc1,-7,-4,-3.7,-10,18,-5,-2,3,3,-4
Cc1cc(Cl)ccc1OCCCC(=O)OCC(N)=O,-9,0,-0.3,-6,-7,9,0,7,-2,-2
O=C1CCCC2=C1C(c1cccc(Br)c1)n1nc(-c3ccco3)nc1N2 (centres undefined),18,0,-0.3,0,.,13,-4,-4,-2,4
COCCN1CCN(c2c3c(nc4cc(-c5cccc(F)c5)nn24)CCC3)CC1,7,0,-0.1,-4,13,2,-11,-10,8,0
COc1ccc(N(C(=O)Cn2cnc3ccccc32)C(C(=O)NC2CCCCC2)c2ccccc2)cc1 (centres undefined),5,-2,1.7,2,-2,19,14,-3,4,-3
O=C(NCc1cccnc1)c1cc(Cl)ccc1[N+](=O)[O-],0,-1,-0.6,5,2,5,-1,-19,-1,-4
CC(C)C[C@H](NC(=O)c1nc[nH]c1C(=O)N(C)Cc1ccccc1)C(=O)OC(C)(C)C,-1,7,-1.0,-12,-18,18,-2,4,0,-13
Clc1ccc(N2CCN(Cc3c[nH]c4ncccc34)CC2)cc1,3,0,-0.4,-9,.,4,-11,-6,.,7
Cc1ccc2c(c1)N(CC(=O)N1CCC(O)CC1)C(=O)CO2,.,6,-3.2,0,11,10,-5,-2,1,13
O=C(c1cccc(N2CCCC2=O)c1)N1CCN(c2ccc(F)cc2)CC1,-3,-4,-2.5,-23,4,6,4,-2,0,6
CC1CC(CCC(=O)NC(=S)Nc2ccc(S(N)(=O)=O)cc2)C(=O)O1 (centres undefined),-5,-7,-0.6,-12,-3,12,-8,4,-2,-3
O=C(C[C@@H]1C[C@@H]2c3cc(NS(=O)(=O)c4ccc(F)cc4)ccc3O[C@@H]2[C@H](CO)O1)NCc1ccc(Oc2ccccc2)cc1,.,-1,1.1,.,.,17,1,15,.,.
CN(C)S(=O)(=O)c1ccc(NC(=O)COc2ncnc3sccc23)cc1,-19,3,-0.5,5,33,-4,-4,-6,-1,2
COc1ccccc1NCC(=O)n1nc(C)cc1C,-4,-2,0.1,-7,10,23,-1,0,-1,6
COc1ccc(OCc2cc(C(=O)NC3CCc4ccccc43)no2)c(Cl)c1 (centres undefined),7,-4,-2.8,-29,9,-4,-8,2,-1,1
NNC(=O)c1nc(-c2cccc(-n3cccc3)c2)no1,3,-11,0.5,7,14,-3,1,-4,5,-5
CC1=CC(C)(C)NC(=S)N1c1cccc2ccccc12,2,0,0.0,-7,-10,15,-8,-6,-2,-5
Cc1cccc(N2C(=O)C(Cl)=C(N3CCOCC3)C2=O)c1,0,-4,-2.7,-12,1,1,?,4,-6,2
OCC[C@H]1C[C@@H](O)[C@H](O)[C@@]2(CCCCO2)O1,2,-3,0.2,-9,.,13,1,-1,.,1
CC(=O)c1c(C)nc(-c2ccc3c(c2)OCO3)n1O,4,.,.,1,23,13,.,0,3,-1
CCN(CC)c1ccc(/C=N/N2CC(=O)NC2=S)cc1,7,-10,-0.2,.,.,12,1,-3,.,1
COCC(=O)Nc1ccc(C(N)=O)cc1,-1,-11,-0.2,-1,22,-7,-4,-6,-2,5
COc1ccc(-c2nn(-c3ccccc3)cc2/C=N/N2C(=O)CSC2=S)cc1,10,9,10,.,6,5,-3,2,0,-12
COC(=O)c1[nH]c(C)c(/C(O)=C2\C(=O)C(=O)N(CCN3CCOCC3)C2c2cccnc2)c1C (centres undefined),1,2,-0.2,.,10,3,-8,-1,3,-12
COc1cccc(NC(=O)C2(C)CCN2Cc2ccccc2Cl)c1 (centres undefined),.,0,0.1,.,.,-5,-8,13,.,.
CC1CCCCN1S(=O)(=O)c1cccc(S(=O)(=O)N2CCOCC2)c1 (centres undefined),-6,-5,-0.6,7,-19,-16,0,5,2,18
Cc1nc(CSc2ccc(Cl)cc2)cc(N2CCOCC2)n1,3,-3,-0.7,-24,6,4,-4,4,7,5

# Only part of the results is shown; count on the stated rates, not on these rows.
